Source: PubChem BioAssay
hIAP block: human IAP inhibitors, primary screen, biochemical, luminescence, uHTS; Intestinal-type alkaline phosphatase (Homo sapiens), P09923; purified IAP, CDP-Star luminescence, 30 min; inhibition, % at 10 µM; 0.12% of 330,000 active;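 active = inhibition reaching a set limit with compound at 10 µM in the primary screen, cut at about 35% in these data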;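 note: plate controls were DMSO wells with enzyme for no effect and no-enzyme buffer wells for full effect; values of inactives mirror those of a sister screen read the other way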
Target sequence (P09923 whole entry, looked up): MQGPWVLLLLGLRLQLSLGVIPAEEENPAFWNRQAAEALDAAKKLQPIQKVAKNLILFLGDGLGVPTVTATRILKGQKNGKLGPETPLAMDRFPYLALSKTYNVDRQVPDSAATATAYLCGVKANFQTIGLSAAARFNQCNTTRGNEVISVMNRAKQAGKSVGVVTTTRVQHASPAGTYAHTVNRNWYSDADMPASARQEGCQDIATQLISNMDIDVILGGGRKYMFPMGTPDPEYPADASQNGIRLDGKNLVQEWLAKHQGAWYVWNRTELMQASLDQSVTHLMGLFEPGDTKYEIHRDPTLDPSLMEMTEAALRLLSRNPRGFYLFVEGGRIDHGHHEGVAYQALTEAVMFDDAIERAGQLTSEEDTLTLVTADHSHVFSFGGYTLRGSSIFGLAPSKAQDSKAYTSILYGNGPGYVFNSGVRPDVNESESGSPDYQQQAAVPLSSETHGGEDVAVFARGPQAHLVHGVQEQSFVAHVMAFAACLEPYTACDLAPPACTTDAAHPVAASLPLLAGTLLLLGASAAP
NLRP3 yeast inh: NALP3 inflammasome inhibitors in reconstituted yeast, primary screen, luminescence, uHTS; inhibition, % at 10 µM; AID 2825, 2010; 0.39% of 330,000 active; Yeast reconstituted NLRP3/ASC/caspase-1, beta-gal luminescence, 24 h;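 active = inhibition of 50% or more; inactive = inhibition below 50%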;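 note: plate controls were induced DMSO wells for no effect and uninduced yeast grown without galactose for full effect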
tim10-1 inh: growth inhibitors of tim10-1 mutant yeast, primary screen, luminescence, uHTS. S. cerevisiae tim10-1 ts strain growth, BacTiter-Glo, 24 h. inhibition, % at 20 µM. 2.2% of 330,000 active. AID 463190, 2010;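 active = inhibition of at least 40%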;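 note: mutant grown at 25 °C; 0% = DMSO wells with yeast and 100% = wells holding no yeast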
mIAP activ: activators of mouse IAP, primary screen, biochemical, luminescence, uHTS; muIAP, CDP-Star luminescence, 30 min; stronger effect = higher value; 1 = vehicle-only enzyme signal, 0 = enzyme-free wells; activation factor at 10 µM; 0.24% of 330,000 active;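 active = activation factor of at least 2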; note: the source names both 10 and 20 µM as test concentration; values of inactives mirror those of a sister screen read the other way
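System: mouse IAP enzyme. Reagent: CDP-Star chemiluminescent phosphatase substrate. Benchmarks: DMSO wells, no-enzyme wells. Times: 30 min enzyme-substrate-compound incubation at room temperature. Detection: luminescence from enzymatic CDP-Star hydrolysis. Doses: test compounds delivered from DMSO solution.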
A3G deaminase: APOBEC3G DNA deaminase inhibitors, primary screen, biochemical, fluorescence, single-stranded DNA substrate, uHTS; 0.28% of 330,000 active; recombinant A3G, ssDNA deamination FAM/TAMRA fluorescence; AID 493012, 2011; inhibition, % at 20 µM;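 active = inhibition of at least 40% at 20 µM, with no more than 30% in the related APOBEC3A deaminase screen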;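 note: plate controls were DMSO wells with A3G for no effect and wells lacking A3G enzyme for full effect; some compounds called inactive have numbers as strong as hits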
mIAP inh: inhibitors of mouse IAP, primary screen, biochemical, luminescence, uHTS; intestinal alkaline phosphatase [Mus musculus]; purified mouse IAP, CDP-Star luminescence, 30 min; inhibition, % at 10 µM; 0.2% of 330,000 active;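 active = inhibition of at least 40% at 10 µM in the primary screen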;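 note: plate controls were DMSO with enzyme for no effect and no enzyme wells for full effect; values of inactives mirror those of a sister screen read the other way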
MIN6 prolif: inducers of MIN6 beta-cell proliferation, primary screen, ATP luminescence, uHTS. 0.29% of 330,000 active. proliferation, % at 10 µM. MIN6 cells proliferation, ATPlite luminescence, 48 h; cells starved in 0.2% serum; 100% = growth in 10% serum;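 active = compounds whose signal lies at least 3.5 SD above the mean of all wells on their plate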;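 note: 0% = DMSO-treated cells in low-serum medium and 100% = 10% serum control; some compounds called inactive have numbers as strong as hits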
TIM10 inh: growth inhibitors of isogenic TIM10 control yeast, primary screen, counter-screen for tim10-1 yeast inhibitor project, luminescence, uHTS; 1.4% of 330,000 active; S. cerevisiae TIM10 strain growth, BacTiter-Glo luminescence, 24 h; AID 463195, 2010; inhibition, % at 10 µM;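 active = inhibition of 40% or more at the single tested concentration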;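 note: wild-type TIM10 isogenic control strain grown at permissive 25 °C; 0% = DMSO yeast wells and 100% = minimal medium wells without yeast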
A3A deaminase: APOBEC3A ssDNA deaminase inhibitors, primary screen, selectivity assay for APOBEC3G inhibitor project, biochemical, FAM/TAMRA oligo cleavage fluorescence. 0.41% of 330,000 active. DNA dC->dU-editing enzyme APOBEC-3A (Homo sapiens), P31941. inhibition, % at 20 µM. recombinant A3A, FAM/TAMRA ssDNA deamination fluorescence;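 active = at least 40% inhibition at 20 µM here, with at most 30% in a related deaminase screen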;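 note: plate controls were A3A with DMSO for no effect and wells lacking A3A enzyme for full effect; some results filed as inactive read as strong as hits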
Target sequence (P31941 whole entry, looked up): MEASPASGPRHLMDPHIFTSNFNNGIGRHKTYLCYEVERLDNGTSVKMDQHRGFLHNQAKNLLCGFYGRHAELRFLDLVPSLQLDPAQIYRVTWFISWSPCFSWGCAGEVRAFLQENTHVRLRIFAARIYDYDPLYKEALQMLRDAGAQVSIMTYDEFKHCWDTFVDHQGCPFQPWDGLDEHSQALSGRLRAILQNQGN
The depositor's hits bear a star.

SMILES	hIAP block	NLRP3 yeast inh	tim10-1 inh	mIAP activ	A3G deaminase	mIAP inh	MIN6 prolif	TIM10 inh	A3A deaminase
Oc1cc(Cc2ccccc2)cnc1CN1CCOCC1	15	25	23	1	-7	0	-2	7	-3
O=C(c1cnc2n(c1=O)CCS2)N1CCc2ccccc21	-20	0	12	0.92	17	8	-1	4	5
O=C(Nc1ccc(OC(F)(F)F)cc1)C1CCCN(S(=O)(=O)c2cccnc2)C1 (stereo not drawn)	0	-11	14	1.1	-4	-7	0	19	0
CC(OC(=O)c1cc2sccc2n1C)C(=O)NC(C)(C)C (stereo not drawn)	6	14	15	1	-11	-2	-2	0	-1
CCOc1ccc(NC(=O)CN(C)C(=O)C2CCN(c3ncnc4sc(C)c(C)c34)CC2)cc1OCC	9	2	12	1	-1	-1	4	7	2
Cc1ccc(-n2c(C)n[nH]c2=S)cc1C	-7	23	11	1.1	32	-6	-1	7	-10
CCc1cc[n+](-c2nc3ccccc3nc2[N-]S(=O)(=O)c2ccc(Br)s2)cc1	21	25	27	0.96	-7	4	0	27	-5
O=C1NC[C@H](c2ccccc2)OC(=O)[C@@H](Cc2ccc(F)cc2)C/C=C\C[C@H]1CC(=O)N(CCO)Cc1ccccc1	2	21	-2	0.96	-4	4	-6	-1	1
O=C(CCN1C(=O)S/C(=C/c2ccc(Cl)cc2)C1=O)N1CCOCC1	-18	-1	30	1	-2	0	0	33	0
O=S(=O)(Nc1ccccc1N1CCOCC1)c1ccc(Cl)cc1	-12	21	-6	0.94	-7	6	1	-23	-3
CC1CN(c2ccc(C(F)(F)F)cc2[N+](=O)[O-])CCN1S(C)(=O)=O (stereo not drawn)	-6	11	-1	1	-6	-4	-2	-16	-3
Cc1cc(C)n2nc(SCC(=O)N(Cc3ccccc3)C3CCS(=O)(=O)C3)nc2n1 (stereo not drawn)	-6	5	8	1	-3	0	-1	2	5
COc1ccc(NC(=O)Cc2nnc(SCC(=O)Nc3ccc(F)cc3)n2C)cc1	18	3	-19	0.97	-12	3	-2	3	-4
COc1ccc(C2C3C(C)=NN=C3CC(C)(O)C2C(C)=O)cc1 (stereo not drawn)	6	1	4	0.91	-10	9	0	1	-8
O=C(Nc1ccc(Cl)cc1C(=O)N1CCCC1)c1cccc([N+](=O)[O-])c1	-2	5	35	0.93	-4	7	0	28	1

Gathered by group, the entries above containing an aryl thioether with sulfur outside any ring
SMILES	hIAP block	NLRP3 yeast inh	tim10-1 inh	mIAP activ	A3G deaminase	mIAP inh	MIN6 prolif	TIM10 inh	A3A deaminase
Cc1cc(C)n2nc(SCC(=O)N(Cc3ccccc3)C3CCS(=O)(=O)C3)nc2n1 (stereo not drawn)	-6	5	8	1	-3	0	-1	2	5
COc1ccc(NC(=O)Cc2nnc(SCC(=O)Nc3ccc(F)cc3)n2C)cc1	18	3	-19	0.97	-12	3	-2	3	-4

Arranged by the number under A3G deaminase (falling): three from the list above
smiles,A3G deaminase
Cc1ccc(-n2c(C)n[nH]c2=S)cc1C,32
O=C1NC[C@H](c2ccccc2)OC(=O)[C@@H](Cc2ccc(F)cc2)C/C=C\C[C@H]1CC(=O)N(CCO)Cc1ccccc1,-4
O=S(=O)(Nc1ccccc1N1CCOCC1)c1ccc(Cl)cc1,-7

Next part:
SMILES	hIAP block	NLRP3 yeast inh	tim10-1 inh	mIAP activ	A3G deaminase	mIAP inh	MIN6 prolif	TIM10 inh	A3A deaminase
COc1ccc(C2C(C#N)=C(N)OC3=C2C(=O)CCC3)cc1Cn1cc([N+](=O)[O-])cn1 (stereo not drawn)	-8	2	5	0.88	-8	12	2	13	-1
CN(CCC(=O)Nc1cc(S(=O)(=O)N(C)C)ccc1Cl)CC(=O)Nc1ccc(F)cc1	12	15	9	1.1	-4	-8	3	-19	0
Nc1ccccc1Nc1cccc(C(F)(F)F)c1	-12	31	33	0.98	-1	2	-3	11	1
CC1CCCN(S(=O)(=O)c2ccc(S(=O)(=O)NC(C)c3cccs3)cc2)C1 (stereo not drawn)	-1	-8	19	1	-6	0	-2	2	-3
CCC1Nc2ncnc(N3CCCCC3)c2N(Cc2ccc(Br)cc2)C1=O (stereo not drawn)	3	22	23	1	-3	0	-3	26	-3
CCOC(=O)c1c(C)c(C(=O)NCCN2CCOCC2)c(C)n1C	1	-1	-1	1.1	-3	-7	-1	-12	-2
Cc1ccc(/C=N/n2c(-c3ccc(Cl)cc3)n[nH]c2=S)o1	-34	25	2	0.91	16	9	0	12	1
COC(=O)C1=C(C)Nc2c(c(=O)n(C)c(=O)n2C)C1c1ccc(Cl)cc1 (stereo not drawn)	3	12	5	1	0	-3	0	-11	1
Cc1nc2nc[nH]n2c(=O)c1C/C=C/c1ccccc1	11	-1	4	0.99	-2	1	-2	-7	4
CC(C)(C)OC(=O)N[C@@H](C(=O)OC(C)(C)C)c1ccccc1	11	38	5	1	-9	-2	4	-5	-1
O=C(Nc1ccc(Oc2cccnc2)cc1)c1ccccc1F	10	24	23	0.96	-7	4	-1	16	1
Cc1ccc(N=Nc2c(N)[nH]n3c(=O)cc(-c4ccccc4)nc23)cc1	-51	25	50*	0.89	-4	11	-5	11	-4
CC(C)CC(NC(=O)C(CC(C)C)NC(=O)C(Cc1ccc(OCc2ccccc2)cc1)NC(=O)OC(C)(C)C)C(N)=O (stereo not drawn)	-12	5	-10	1.5	-5	-51	-3	9	-4
Cc1cccc(NC(=O)CNC(=O)Cc2ccc(S(=O)(=O)N3CCOCC3)s2)c1C	6	-11	-5	0.91	-2	9	-2	9	0
COC(=O)c1ccc(COc2ncnc3c(Cl)cc(Cl)cc23)o1	11	15	14	0.92	-2	8	-6	38	1
COC(=O)CC(c1ccc(C(C)C)cc1)n1cccc1 (stereo not drawn)	2	33	9	0.97	-12	2	-1	-5	-4
O=C(NCCc1ccccn1)c1nc(Cn2cc(Br)cn2)no1	5	13	-18	1.1	-4	-5	-2	-21	-4
COCCNS(=O)(=O)c1ccc(F)c(OC)c1	-4	15	-3	0.99	-6	1	-2	5	-6
O=C(CC1SC(=O)N(c2ccccc2)C1=O)Nc1ccc(Br)cc1 (stereo not drawn)	-26	17	32	0.93	-4	7	-3	-17	-1
Cc1cc(C)n(C(CC(=O)N2CCc3ccccc3C2)C(=O)O)n1 (stereo not drawn)	6	1	6	0.97	-1	3	-1	-6	11
COc1ccc(C(=O)NC(=S)Nc2ccc3oc(=O)ccc3c2)cc1OC	1	31	18	0.89	-4	11	-3	22	-2
COc1ccccc1C(=O)N/C(=C\c1cn(C)c2ccccc12)C(=O)NCCCN1CCOCC1	-24	13	6	1	-1	0	-1	-10	-3
COC(=O)C1(C(=O)OC)NOC2C(=O)N(c3ccc(Cl)cc3Cl)C(=O)C21 (stereo not drawn)	18	5	10	0.91	-7	9	-1	-4	-1
CCCCS(=O)(=O)NC1=NCN(Cc2ccco2)CN1	5	-5	12	0.95	-6	5	-1	-17	-3
CCOC(=O)CN1C(=O)N(CC)C(C)=C(C(=O)OC)[C@@H]1c1ccccc1	9	12	-2	0.95	1	5	-2	5	1
CN(Cc1ccccc1)C(=O)C1CCCN(Cc2ccc(Cl)cc2)C1 (stereo not drawn)	-8	25	-31	0.96	-5	4	-3	-7	-1
CCN(CC)CCOC(=O)c1ccc(NC(=O)CCNC(=O)Cn2ccc3ccccc3c2=O)cc1	13	10	13	0.95	-2	5	-1	6	-2
O=C(Cn1nc([N+](=O)[O-])nc1Br)NC1CCCCC1	10	0	-7	0.88	-6	12	0	8	0
Cc1cccc(NC(=O)c2cn(-c3ccccc3)nc2-c2ccccc2)c1	-9	0	16	2.6*	-7	-159	-2	14	-2
CN(C)CCN(C(=O)c1ccc(C(=O)c2ccccc2)cc1)c1nc2cc3c(cc2s1)OCCO3	-29	10	19	1	-8	-1	1	15	-5
COc1ccc(C(=O)C2CC2c2ccc3c(c2)OCO3)cc1 (stereo not drawn)	7	33	12	0.91	-4	9	0	6	0
CC1Cc2ccccc2N1S(=O)(=O)c1cccc(C(=O)N2CCN(c3ncccn3)CC2)c1 (stereo not drawn)	0	-6	17	1.1	0	-7	-2	4	2
CCC(C(=O)OCC(=O)Nc1cc(OC)ccc1OC)c1ccccc1 (stereo not drawn)	5	17	-20	1	-15	0	0	-31	26
Cc1c(C#N)c(O)n(CCO)c(=O)c1N=Nc1ccc(S(N)(=O)=O)cc1	16	31	-13	0.89	3	11	0	-6	5
COc1cccc(C(=O)CC(C(=O)O)c2ccc(Cl)cc2)c1 (stereo not drawn)	-12	21	13	1.1	1	-9	5	-5	1
O=C(CN1C(=O)COc2ccccc2C1=O)c1ccc2c(c1)OCCO2	-2	4	28	0.97	-4	3	-5	8	-2
Cc1[nH]nc2c1C(=O)CC(C)(C)C2	2	12	-16	0.96	-8	4	-1	-11	-5
C[n+]1ccc(/C=C/c2cccs2)cc1	6	19	2	0.91	21	9	-2	6	52*
CCc1ccc(N/C(SCc2ccccc2C)=C(/C#N)C(=O)NCc2ccco2)cc1	-27	35	19	1	2	0	-4	21	6
Cc1ccc2ncc(NC(=O)c3ccc(F)cc3)c(=O)n2c1	-5	16	16	0.98	0	2	1	1	4
O=C(Cc1ccc2c(c1)CCCC2)Nc1ccccc1Cl	7	24	11	0.98	-7	2	0	8	-3
COc1ccc(OC(C)C(=O)N2CCN(c3ccccn3)CC2)cc1 (stereo not drawn)	12	8	14	0.89	1	11	0	3	-1
O=C(c1ccc2ncsc2c1)N1CCN(c2nc3ccccc3s2)CC1	5	29	12	0.95	-5	5	-1	13	-1
O=C(CSc1nc2ccccc2c(=O)n1-c1ccc(OC(F)F)cc1)NC1CC1	3	6	11	1	-8	-3	-4	10	-3
COc1cc(/C=N/N(C)c2ccccc2)cc(Cl)c1O	1	1	48*	0.99	-3	1	-4	40*	4
CCOc1ccc(CCNC(=O)C(C)N2C(=O)CC(C)(C)Sc3ccccc32)cc1 (stereo not drawn)	-19	-5	42*	1.1	-10	-5	0	12	-3
CC(C)Oc1ccc(C(CC(=O)O)NC(=O)Cc2ccc(Cl)cc2)cc1 (stereo not drawn)	8	16	19	1.1	3	-13	-5	-31	0
CCOc1ccc(Nc2nc(N)nc(CCl)n2)cc1	-14	6	24	0.97	-7	3	-6	23	-2
Cc1cccc(Cn2c(=O)n(Cc3ccco3)c(=O)c3ccccc32)c1	26	3	35	0.97	3	3	-3	27	0
COc1ccccc1S(=O)(=O)Cc1ccc(C(=O)NC2CC2)o1	-7	9	-13	0.97	0	3	0	0	-1
Cc1nc2ccc(Nc3nc4cc(S(=O)(=O)N5CCOCC5)ccc4o3)cc2s1	5	-101	45*	0.76	56*	24	1	38	7
O=C(CSc1nc2ccccc2c(=O)n1Cc1ccco1)c1ccc(F)cc1	-30	12	18	0.8	-3	20	-1	-8	-3
c1ccc(-c2cn3cccnc3n2)cc1	-7	10	-63	0.99	-5	1	-2	-12	-1
C=CCn1c(CSc2nc3ccccc3s2)n[nH]c1=S	13	18	34	1	45*	-4	-2	2	-3
